Rab7 wt GTP bind: modulators of GTP binding to dog Rab7 wildtype GTPase | GST-Rab7 beads, fluorescent GTP binding, flow cytometry; actives lie on both sides; untreated = 100%, excess cold GTP = 0% | GTP binding activity (percent of control), % at 10 µM | 190,000 compounds, 0.055% hits | AID 758;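 active means fluorescent GTP binding to Rab7 beads changed by at least 20 points from the 100% baseline, either direction, mostly lower; inconclusive means compound itself probably fluorescent, or too few beads counted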;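 further: median green fluorescence of bound Bodipy-FL-GTP per Rab7 bead population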
Rac1 wt GTP bind: human Rac1 wildtype GTP binding, inhibitors and activators; AID 757; 190,000 compounds, 0.27% hits; GTP binding activity (% of control), % at 10 µM; P63000; GST-Rac1 beads, fluorescent GTP binding, flow cytometry; actives lie on both sides; 0 = cold GTP competed, 100 = untreated;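 active means GTP binding activity at least 20 points away from the 100% control level, either lower or higher; inconclusive means compound flagged as likely green fluorescent, judged across all proteins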
Bim-Bcl-2: inhibitors of Bim-Bcl-2 interaction, human | 190,000 compounds, 0.06% hits | P10415 | Bead-based flow cytometry, Bim peptide-Bcl-2 binding | inhibition, % at 10 µM; in the data active means inhibition above about 40%; inconclusive means no clear call, values can overlap the other calls;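 further: 0% = no compound wells with probe peptide and 100% = reference peptide inhibitor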
Bcl-B Bim block: inhibitors of Bim-Bcl-B interaction, human; Q9HD36; bead-based flow cytometry, Bim peptide-Bcl-B binding; inhibition, % at 10 µM; 190,000 compounds, 0.073% hits;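 further: 0% = tracer peptide without compound and 100% = reference inhibitor peptide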
Bim-Bcl-W: disrupts Bim peptide binding to human Bcl-W; Q92843; bead-based flow cytometry; inhibition, % at 10 µM; 190,000 compounds, 0.02% hits;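 further: 0% = bound tracer without compound and 100% = peptide blocker; higher means less fluorescent Bim peptide bound to Bcl-W beads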
Target sequence (Q92843 whole entry, looked up): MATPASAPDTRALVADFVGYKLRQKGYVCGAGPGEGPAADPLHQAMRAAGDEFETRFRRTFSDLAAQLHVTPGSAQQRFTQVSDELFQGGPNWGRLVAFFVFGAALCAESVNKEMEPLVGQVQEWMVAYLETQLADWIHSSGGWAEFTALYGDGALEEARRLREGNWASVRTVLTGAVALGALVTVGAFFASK
Cdc42 wt: human Cdc42 wildtype GTP binding change, either direction; GST-Cdc42 beads, Bodipy-GTP binding, flow cytometry; actives lie on both sides; 190,000 compounds, 0.2% hits; percent activity (GTP binding), % at 10 µM; P60953; AID 761;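 active means percent activity GTP binding at least 20 points away from the 100% baseline, either down as inhibitor or up as activator; inconclusive means compound flagged as likely green fluorescent from well-wide comparison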;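 further: median bead fluorescence of bound Bodipy-FL-GTP at 100 nM; 0% = excess unlabeled GTP control and 100% = no compound control; below 100% means less GTP binding so inhibitor and above means activator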
Target sequence (P60953 whole entry, looked up): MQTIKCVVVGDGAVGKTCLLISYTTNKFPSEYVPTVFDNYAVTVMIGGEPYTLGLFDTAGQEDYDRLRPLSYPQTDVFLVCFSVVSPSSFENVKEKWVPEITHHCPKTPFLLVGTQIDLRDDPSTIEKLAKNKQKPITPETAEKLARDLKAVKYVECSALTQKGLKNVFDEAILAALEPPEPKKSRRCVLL
Rab2A wt mod: changes GTP binding to wildtype dog Rab2A, up or down. GTP binding activity, % at 10 µM. AID 760. GST-Rab2 wt beads, Bodipy-GTP binding, flow cytometry. 190,000 compounds, 0.19% hits. P61105;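 active means GTP binding activity at least 20 points away from 100%, either lowered or raised; inconclusive means signal likely due to the compound's own green fluorescence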;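 further: 0% = beads with excess unlabeled GTP and 100% = no-compound control corrected for plate trend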
Rac1 act GTP bind: modulators of GTP binding to human Rac1 activated mutant; P63000; GST-Rac1 activated beads, fluorescent GTP binding, flow cytometry; actives lie on both sides; 100% means binding = to untreated wells; percent activity (GTP binding), % at 10 µM; 190,000 compounds, 0.11% hits; AID 764;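 active means GTP binding at least 20 percentage points away from the 100% baseline, in either direction, so actives lie on both sides; inconclusive means Compound likely fluorescent itself, or too few beads counted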
Bcl-XL Bim block: disrupts Bim peptide binding to human Bcl-XL. 190,000 compounds, 0.04% hits. inhibition, % at 10 µM. bead flow cytometry, fluorescence
Target sequence (Q07817 whole entry, looked up): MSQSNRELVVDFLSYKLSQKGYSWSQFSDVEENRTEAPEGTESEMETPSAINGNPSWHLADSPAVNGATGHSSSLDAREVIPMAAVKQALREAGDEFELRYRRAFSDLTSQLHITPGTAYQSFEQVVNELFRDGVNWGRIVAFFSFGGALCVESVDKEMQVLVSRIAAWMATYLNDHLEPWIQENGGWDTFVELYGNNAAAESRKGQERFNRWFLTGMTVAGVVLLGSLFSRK
Bim-Bfl-1: disrupts Bim binding to human Bfl-1; Q16548; Bead-based flow cytometry, Bim-Bfl-1 binding inhibition; inhibition, % at 10 µM; 190,000 compounds, 0.12% hits; AID 1008;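 further: 0% = wells without compound plus tracer and 100% = blocker peptide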
HRas wt GTP bind: modulators of GTP binding to human HRas wildtype. AID 759. 190,000 compounds, 0.14% hits. GTP binding activity, % at 10 µM. GST-Ras wt beads, Bodipy-FL-GTP binding, flow cytometry; actives lie on both sides. P01112;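 active means GTP binding activity at least 20% away from the 100% baseline, either lowered as inhibitor or raised as activator; inconclusive means flagged as likely green fluorescent, judged across all proteins in the well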;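 further: 0% = unlabeled GTP competition control and 100% = no-compound control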
Target sequence (P01112 whole entry, looked up): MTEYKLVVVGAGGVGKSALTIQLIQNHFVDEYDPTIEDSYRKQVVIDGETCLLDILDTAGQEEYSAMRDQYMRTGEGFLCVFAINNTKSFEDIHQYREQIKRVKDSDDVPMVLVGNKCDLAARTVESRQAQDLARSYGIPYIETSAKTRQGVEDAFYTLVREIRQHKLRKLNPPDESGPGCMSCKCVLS
* hit, by the source's call; ? = inconclusive; . = no result given. Unless noted, no stated cut-off is given here; in the data, active means inhibition above about 40%. This is a subset; the hit share may differ from the screen's.

SMILES	Rab7 wt GTP bind	Rac1 wt GTP bind	Bim-Bcl-2	Bcl-B Bim block	Bim-Bcl-W	Cdc42 wt	Rab2A wt mod	Rac1 act GTP bind	Bcl-XL Bim block	Bim-Bfl-1	HRas wt GTP bind
CCCCC/C=C\C/C=C\C/C=C\C/C=C\CCCC(=O)Nc1ccc(O)cc1	.	.	-1	-2	-2	.	.	.	-5	-2	.
CCCCn1c(O)c(C(CC)=NCCCN(C)C)c(=O)[nH]c1=O	?	?	-6	-4	-1	?	?	?	-2	-13	?
CN(Cc1ccccc1)C(=C(Cl)Cl)/C(=C1/NCCN1Cc1ccc(Cl)nc1)[N+](=O)[O-]	101	100	-6	-7	-2	100	97	97	-6	-19	101
CN(C)C(=O)Oc1ccc(OCc2cccc[n+]2C)cc1	98	103	1	-2	-1	101	100	101	-2	0	100
Cc1ccc(S(=O)(=O)N(C)C)cc1NC(=O)C(C)[N+]12CCN(CC1)CC2 (stereo unspecified)	103	103	-4	0	-3	97	97	97	0	-4	99
CC(=O)N1CN2CN(C1)CN(C(C)=O)C2	101	103	-2	-5	-5	101	100	100	-2	-3	102
Cc1cc(N2C(=O)C3CCCN3C2c2ccccc2)no1 (stereo unspecified)	103	106	-14	-7	0	103	101	101	-9	-17	102
O=P(N1CCCCC1)(N1CCCCC1)C(Cl)(Cl)Cl	97	100	-6	-3	-2	100	97	98	-6	-4	101
CCOC(=O)c1c(/N=C/c2c(O)n(-c3ccccc3F)c(=S)[nH]c2=O)sc2c1CCCC2	97	87	32	-3	18	87	90	87	22	21	90
CN1C(=O)C(=Cc2ccc(N3CCCCCC3)o2)C(=O)N(C)C1=S	101	101	-1	-14	0	100	99	96	0	-3	101
CCCCC(=O)N/N=C/c1c(O)n(CC)c(=S)[nH]c1=O	95	106	19	19	26	100	100	101	34	34	100
CSc1ccc(C(=O)C2CCCN(CCCn3cccn3)C2)cc1 (stereo unspecified)	110	103	-5	-1	-1	99	100	98	0	-4	99
O=C(Cc1ccc(Cl)c(Cl)c1)NCC1(N2CCOCC2)CCCCC1	94	100	3	1	-3	99	96	95	0	-1	99
O=C(c1cc(S(=O)(=O)N2CCCCC2)ccc1F)N1CCC2(CC1)OCCO2	100	103	-11	-6	0	100	100	99	-20	-14	101
CNC(C(=O)c1ccccc1)C(OC)c1ccccc1 (stereo unspecified)	95	104	-4	-3	-2	103	97	101	-3	-9	99
COc1cccc(CNCCc2ccccc2)c1OC	102	103	-3	-9	-2	100	97	99	-2	-9	101
Cc1ccc2c(c1)[C@@H]1CN(C)CC[C@@H]1N2C(=O)Nc1cccc(C(F)(F)F)c1	98	96	-7	-13	-2	98	98	97	-5	-11	98
CC(=O)c1ccc2c(c1)C1C(Cl)C(Sc3ccccc3[N+](=O)[O-])CC1C(C(=O)O)N2 (stereo unspecified)	94	92	-2	-1	-3	90	91	92	-11	-1	92
CCn1c(O)c(/C(C)=N/N2CCCCC2c2cccnc2)c(=O)[nH]c1=S (stereo unspecified)	96	99	-7	-6	-10	98	96	97	-7	-7	96
CN1C(=O)C(C2(C#N)CCCCC2)C(=O)N(C)C1=O	97	96	2	0	-1	96	94	95	0	-1	96
Cc1cccc(CN2CCN(Cc3ccc(Cl)cc3)CC2)c1	102	109	-15	-8	-1	104	103	102	-8	-20	102
O=C(COC(=O)Cc1ccccc1)Nc1ccc(SC(F)F)cc1	98	105	-7	-18	-8	103	98	99	-13	-12	99
COc1cc(/C=C2/C(=O)NC(=O)N(c3ccccc3)C2=O)ccc1O	101	103	1	-3	-3	101	102	100	-7	-9	101
CC1CN=C(Nc2ccccc2)S1 (stereo unspecified)	100	105	-4	1	-2	106	103	100	0	-3	103
O=C(Cc1ccccc1)OCCNC(=O)c1cccnc1	97	97	11	25	21	99	97	95	18	17	99
CC1=CC(=O)NP(=O)(Oc2ccc3ccccc3c2)N1 (stereo unspecified)	99	98	-4	-3	0	99	98	97	-2	-9	100
O=C(NC(=O)N1CCC2(CC1)OCCO2)c1ccc(Cl)cc1	97	102	-1	-5	0	102	99	99	-2	-1	98
CCN(CC)C(=O)c1ccc(N2C(=O)C3CC=C(Cl)CC3C2=O)cc1 (stereo unspecified)	99	94	1	-3	-1	96	96	98	0	0	97
CCCC1=C(C(=O)OCC)C2(C(=O)Nc3ccc(C)cc32)C(C#N)=C(N)O1 (stereo unspecified)	98	98	-4	-5	4	100	97	98	-3	-11	100
O=C(CSc1ccccc1)N1CCC2(CC1)OCCO2	?	?	0	0	-1	?	?	?	0	-2	?
CCOC(=O)c1c(N)n(CCN2CCCCC2)c2nc3ccccc3nc12	94	94	1	0	1	94	94	92	0	-6	95
CCC(=Nc1ccccc1NC(C)=O)c1c(O)n(C)c(=O)n(C)c1=O	95	95	-6	-6	-1	95	96	95	-3	-7	97
Cc1cccc(N2C(=O)/C(=C/c3ccc(CN(CCC#N)S(C)(=O)=O)o3)C(=O)NC2=S)c1	95	103	5	4	0	97	96	95	-2	0	98
CCCCCCOc1ccc(CN2CCN(CC)CC2)cc1	105	107	-10	-5	2	104	103	101	-3	-9	103
CC(C)(C)N1Cc2ccccc2C1=N	100	101	-7	-5	-1	97	98	97	-6	-14	100
CCC(COC(=O)NC)NC(=O)Oc1cccc(C)c1 (stereo unspecified)	102	102	1	1	0	101	102	101	0	0	102
COc1ccc(C2=NCC(=S)Nc3ccc(Cl)cc32)cc1Cl	104	101	-2	-3	-1	96	100	96	-1	-4	101
CCN(C(C)=O)c1cccc(-c2ccnc3c(C#N)cnn23)c1	.	.	-3	-1	0	.	.	.	-3	0	.
COc1ccccc1C1=NCc2nnc(C)n2-c2ccc(Cl)cc21	97	99	-3	-7	-3	101	101	101	-5	-15	101
O=C(Nc1cccc(OC(=O)N2CCOCC2)c1)N1CCOCC1	100	100	-7	-2	-3	100	100	97	-5	-4	101
CCCN1C2CCCC1CC(NC(C)=O)C2 (stereo unspecified)	96	104	-2	0	-4	104	102	100	-6	-1	101
COc1cc(C(=S)N2CCOCC2)cc(OC)c1OC(=O)Cc1ccccc1	?	?	-3	-7	-2	?	?	?	-3	-1	?
Cc1ccc2c(c1)=C/C(=C\c1c(O)[nH]c(=S)[nH]c1=O)C(=O)N=2	100	103	-7	-13	-6	105	98	98	-7	-6	100
Cn1nc(N)c2c1N=P(N1CCOCC1)(N1CCOCC1)N=C2c1ccccc1	102	107	-3	0	6	103	99	93	0	-11	101
Cc1ccsc1C(=O)C1CCCN(Cc2ccccc2O)C1 (stereo unspecified)	100	101	-2	-3	1	98	100	98	0	-6	100
COc1ccc(NC2=NCC(C)S2)cc1 (stereo unspecified)	110	99	0	-4	0	94	98	93	-5	-2	96
Cn1c2ccccc2c2c(C(=O)N3CCC4(CC3)OCCO4)cn(C3CCCC3)c(=O)c21	95	96	0	0	-4	97	93	93	-5	-3	96
CNP1(NC)=NC(C(F)(F)F)=NC(C(F)(F)F)=N1	103	105	-15	-11	-4	104	103	99	-12	-20	102
C/C(=C/C=C/[C@@H](C)C(=O)O)[C@H]1CN[C@H](C(=O)O)[C@H]1CC(=O)O	97	102	-1	-3	0	99	99	99	-4	-2	100
CCCCSP1(=S)NCCCN1	95	97	-1	0	4	91	94	93	2	0	93

(more compounds)
SMILES	Rab7 wt GTP bind	Rac1 wt GTP bind	Bim-Bcl-2	Bcl-B Bim block	Bim-Bcl-W	Cdc42 wt	Rab2A wt mod	Rac1 act GTP bind	Bcl-XL Bim block	Bim-Bfl-1	HRas wt GTP bind
CCOP(=S)(OCC)SCOC(=O)NCC(=O)OC	109	110	1	0	0	108	103	101	1	0	107
O=C(COc1ccc(Cl)cc1)NC1CN2CCC1CC2 (stereo unspecified)	99	107	-1	-4	1	105	100	102	-5	-8	101
Nc1c(C(=O)OCc2ccccc2)c2nc3ccccc3nc2n1Cc1cccs1	98	104	-1	-6	-4	103	102	101	-4	1	103
CCCCCSc1cc(O)c(C(CNC)C(C)C)cc1OC (stereo unspecified)	98	104	-1	-9	-2	102	101	103	-6	4	102
O=C1NC(=O)C(=Cc2ccsc2)C(=O)N1	103	97	-3	-4	-2	93	96	94	-3	-17	98

An excerpt from above in order of length of the SMILES, ascending.
SMILES	Rab7 wt GTP bind	Rac1 wt GTP bind	Bim-Bcl-2	Bcl-B Bim block	Bim-Bcl-W	Cdc42 wt	Rab2A wt mod	Rac1 act GTP bind	Bcl-XL Bim block	Bim-Bfl-1	HRas wt GTP bind
CCCCSP1(=S)NCCCN1	95	97	-1	0	4	91	94	93	2	0	93
COc1ccc(NC2=NCC(C)S2)cc1 (stereo unspecified)	110	99	0	-4	0	94	98	93	-5	-2	96
CCCN1C2CCCC1CC(NC(C)=O)C2 (stereo unspecified)	96	104	-2	0	-4	104	102	100	-6	-1	101
O=C1NC(=O)C(=Cc2ccsc2)C(=O)N1	103	97	-3	-4	-2	93	96	94	-3	-17	98
CCOP(=S)(OCC)SCOC(=O)NCC(=O)OC	109	110	1	0	0	108	103	101	1	0	107
CCCCCSc1cc(O)c(C(CNC)C(C)C)cc1OC (stereo unspecified)	98	104	-1	-9	-2	102	101	103	-6	4	102
Cc1ccsc1C(=O)C1CCCN(Cc2ccccc2O)C1 (stereo unspecified)	100	101	-2	-3	1	98	100	98	0	-6	100
O=C(Nc1cccc(OC(=O)N2CCOCC2)c1)N1CCOCC1	100	100	-7	-2	-3	100	100	97	-5	-4	101
Nc1c(C(=O)OCc2ccccc2)c2nc3ccccc3nc2n1Cc1cccs1	98	104	-1	-6	-4	103	102	101	-4	1	103
Cn1nc(N)c2c1N=P(N1CCOCC1)(N1CCOCC1)N=C2c1ccccc1	102	107	-3	0	6	103	99	93	0	-11	101
Cc1ccc2c(c1)=C/C(=C\c1c(O)[nH]c(=S)[nH]c1=O)C(=O)N=2	100	103	-7	-13	-6	105	98	98	-7	-6	100
Cn1c2ccccc2c2c(C(=O)N3CCC4(CC3)OCCO4)cn(C3CCCC3)c(=O)c21	95	96	0	0	-4	97	93	93	-5	-3	96
C/C(=C/C=C/[C@@H](C)C(=O)O)[C@H]1CN[C@H](C(=O)O)[C@H]1CC(=O)O	97	102	-1	-3	0	99	99	99	-4	-2	100

Assay outcomes from PubChem.
